Compound activity (PubChem)
BRCA1 expr act: increases BRCA1 expression. MCF7-BRCA1-FFLuc reporter, luminescence, 48 h; response scale: scaled: vehicle 0%, 10 µM genistein 100%. Potency, µM (top dose mostly 46.1 µM), without a hit: at the highest dose activation, usual class: activators. AID 624202. 1.1% of 380,000 active; active = well fitted activation curve with a large enough effect; inconclusive = small, poorly fitted or top-dose-only effect; inactive = no such curve, though single readings can be large or run the other way; note: nearly all actives have a fitted effect of over 80% in size; some results filed as inactive show a strong effect at the top dose
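Luminescence from a BRCA1-driven firefly luciferase in MCF7 cells was read after 48 h compound exposure at 37 C. Data normalized against DMSO and a 10microM genistein activation control, then curve-fitted across the titration.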
Active calls of the source: *; u = inconclusive; [ ] = dose if it differs, or a comment. Potency is the fitted concentration of half-maximal effect. An excerpt (hit frequency here may not be typical).

A first look (five entries):
Structure,BRCA1 expr act
CN(C)c1ccc(CC(=O)N2CCCCC2c2cc(C(=O)Nc3ccccc3Cl)no2)cc1 (centres undefined),-32%
CCCc1nc2c3ccccc3ccn2c1Cc1ccc(C)cc1,68%
COCC(=O)N(C)C[C@@H]1Oc2ncc(Br)cc2C(=O)N([C@@H](C)CO)C[C@H]1C,0%
CCCCCC(=O)N1C[C@@H](O)[C@H](n2cc(COC(=O)c3ccccc3)nn2)C[C@@H]1c1ccc(Cl)cc1,-14%
OCC[C@@H]1C[C@H](O)[C@@H](O)[C@]2(OCCc3cc(Cl)ccc32)O1,-9%

The list itself, previewed entries included:
Structure,BRCA1 expr act
CN(C)c1ccc(CC(=O)N2CCCCC2c2cc(C(=O)Nc3ccccc3Cl)no2)cc1 (centres undefined),-32%
CCCc1nc2c3ccccc3ccn2c1Cc1ccc(C)cc1,68%
COCC(=O)N(C)C[C@@H]1Oc2ncc(Br)cc2C(=O)N([C@@H](C)CO)C[C@H]1C,0%
CCCCCC(=O)N1C[C@@H](O)[C@H](n2cc(COC(=O)c3ccccc3)nn2)C[C@@H]1c1ccc(Cl)cc1,-14%
OCC[C@@H]1C[C@H](O)[C@@H](O)[C@]2(OCCc3cc(Cl)ccc32)O1,-9%
CC(C)C1C(=O)N(Cc2cn(Cc3ccco3)nn2)CCS(=O)(=O)N1Cc1ccc(-c2ccccc2)cc1 (centres undefined),-66%[inhibitor]
C[C@@H]1CN([C@@H](C)CO)C(=O)c2cc(Br)cnc2O[C@H]1CN(C)C(=O)c1ccncc1,10%
C[C@@H]1CCCCO[C@H](CN(C)C(=O)Nc2ccc3c(c2)OCO3)[C@@H](C)CN([C@H](C)CO)C(=O)c2cc(NS(=O)(=O)c3ccc(F)cc3)ccc2O1,11%
COCC(=O)Nc1ccc2c(c1)[C@@H]1C[C@H](CC(=O)OC)O[C@H](CO)[C@@H]1O2,16%
Cc1ccc(-c2ccc(CN3C(C)C(=O)N(Cc4cn(Cc5ccco5)nn4)CCS3(=O)=O)cc2)cc1 (centres undefined),-67%
COc1ccc(CNC(=O)C2(C)Cc3c(-c4ccc5c(c4)OCO5)ccnc3O2)cc1OC (centres undefined),-13%
CC1(C(=O)NCc2cccnc2)CCN1C(=O)Cc1cccs1 (centres undefined),0%
O=C(O)C(=Cc1ccncc1)c1cccc2ccccc12,-18%
COCCCNC(=O)c1ccc(-c2c(C)noc2C)c2ccoc12,-23%
CC(=O)c1ccc(S(=O)(=O)N2CCN(c3ccnc4cc(Cl)ccc34)CC2)cc1,-16%
CC(C)(C)NC(=O)CN(C(=O)CCC(=O)Nc1nccs1)c1ccccc1F,9%
O=C(NCc1ccc(Cl)cc1)N1CCN(C(=O)c2ccccc2)CC1,0%
Cn1c(=O)[nH]c(=O)c2c1nc(Br)n2Cc1ccc(Cl)cc1,-20%
CCCCCCn1cc(CN2CC(N3CCCCC3)CS2(=O)=O)nn1 (centres undefined),7%
CC(Nc1nc(-c2cccnc2)nc2ccccc12)c1ccccc1 (centres undefined),-60%
COc1ccc(C(O)c2nc(-c3cccc(O)c3)cs2)cc1 (centres undefined),24%
O=C(Cc1ccc(-c2ccccc2)cc1)NO,0%
CO[C@H]1/C=C\O[C@@]2(C)Oc3c(C)c(O)c4c(O)c(c(C=NN5CCN(C6CCCC6)CC5)c(O)c4c3C2=O)NC(=O)C(C)=CC=C[C@H](C)[C@H](O)[C@@H](C)[C@@H](O)[C@@H](C)[C@H](OC(C)=O)[C@H]1C,-17%
CCCCCCN1C[C@H](n2cc(C3CC3)nn2)[C@@H](O)C[C@@H]1c1ccc(Cl)cc1,0%
Cc1ccc(CN2CC(N3CCCC3)CS2(=O)=O)cc1 (centres undefined),9%
COc1cccc(C(C)(O)c2nc(-c3ccc4c(c3)OCO4)cs2)c1 (centres undefined),-9%
CC(=O)c1ccc(N2CCN(S(=O)(=O)c3ccc4c(c3)C(Cl)(Cl)C(=O)N4)CC2)cc1,0%
CCc1nc2ccc(C(=O)NCCCN(C)C)cn2c1N(C)Cc1ccc(OC)cc1,-12%
C[C@@H]1CN([C@@H](C)CO)C(=O)CCCn2nncc2CO[C@@H]1CN(C)C(=O)CCC(F)(F)F,0%
CSc1nc(S(=O)(=O)c2ccc(C)cc2)c(N2CCOCC2)s1,-5%
C[C@H]1CN([C@@H](C)CO)C(=O)CCCn2cc(nn2)CO[C@@H]1CN(C)S(=O)(=O)c1ccccc1C#N,6%
CCOC(=O)C1=CCN(S(=O)(=O)c2ccccc2)C1c1ccccc1 (centres undefined),19%
Cc1ccc([C@H]2C[C@H](n3cc(C4CC4)nn3)[C@@H](O)CN2C(=O)C2CCCCC2)cc1,-8%
CSc1ccccc1NC(=O)C1(C)CCN1C(=O)CCC1CCCC1 (centres undefined),2%
Cc1ccc2oc(-c3ccc(C)c(NC(=O)COc4ccc(Cl)cc4C)c3)nc2c1,12%
O=C(Nc1ccc(F)c(Cl)c1)C1Cc2c(-c3ccc(Cl)cc3)ccnc2O1 (centres undefined),-41%
CC(=O)Nc1cccc(NC(=O)c2cccc(Cl)c2)c1,20%
CC(C)CC(=O)Nc1nnc(SCC(=O)NC2CCCC2)s1,25%
CCOc1ccccc1NC(=O)CCNC(=O)N1CC(=O)Nc2ccccc21,-8%
O=C(NCCOc1ccc(F)cc1)C1CCC(=O)N(Cc2ccc(Cl)cc2)C1 (centres undefined),-8%
CCc1ccc([C@H]2[C@@H]3C(=O)C[C@@H]4C(=O)N(c5ccccc5)C(=O)[C@@H]4[C@@H]3CN2S(=O)(=O)c2ccc(C)cc2)cc1,17%
CC(C)(C)c1ccc(CC(=O)N2CCC2(C)C(=O)O)cc1 (centres undefined),3%
COc1ccc(OC)c(N2C(=O)c3ccccc3C2c2nnnn2-c2ccc3c(c2)OCCO3)c1 (centres undefined),7%
COc1cc(CN2C[C@@H](CO)O[C@@H](n3cnc4c(NCC(C)C)ncnc43)C2)cc(OC)c1OC,9%
CC1=C(C(=O)N2CCCCCC2)CC(CC(=O)NCc2cccc3ccccc23)C(=O)N1CCC1=CCCCC1 (centres undefined),-9%
CCNC(=O)C1(C)CCCN(C(=O)c2nc3ccccc3s2)C1 (centres undefined),-7%
CN(C)c1ccc(C(=C2c3ccccc3-c3ccccc32)c2ccc(N(C)C)cc2)cc1,18%
Cc1cc(/C=C/c2ccnc3ccccc23)ccc1N,0%
Cc1ccc(CN2CC(N3CCN(C)CC3)CS2(=O)=O)cc1 (centres undefined),3%
COc1cccc(C(O)c2nc(/C=C/c3ccc(C(F)(F)F)cc3)cs2)c1 (centres undefined),-24%
O=C(Nc1ccc2ccccc2c1)c1ccccc1Cl,u
CCn1c(C)cc(C(=O)COC(=O)CNC(=O)c2ccco2)c1C,-6%
CCOC(=O)C1(C)CCN1C(=O)c1c(F)cccc1F (centres undefined),18%
COc1ccc(C=O)c(-c2c(CCO)sc3ccccc23)c1,6%
COc1ccccc1NC(=O)Nc1nc(C(N)Cc2ccc(Cl)cc2)cs1 (centres undefined),5%
COc1ccc(NC(=O)c2cc(C3CCCCN3C(=O)c3cc(C(C)(C)C)nn3C)on2)c(C)c1 (centres undefined),-6%
COc1ccc(N(C)S(=O)(=O)c2cccc(C(=O)OCC(=O)Nc3cc(C)ccc3OC)c2)cc1,-2%
CC(NS(=O)(=O)c1cccc(Cl)c1F)[C@H](O)c1ccccc1 (some centres undefined),4%
Cc1noc(C)c1C(=O)N1CCC1(C)C(=O)NS(=O)(=O)c1ccc(Cl)cc1 (centres undefined),0%
CCN(CC)C(=O)C1=C(C)N(Cc2ccc(F)cc2)C(=O)C(CC(=O)NC2CCCCC2)C1 (centres undefined),14%

In another format: two of the compounds above.
SMILES: COc1ccc(N(C)S(=O)(=O)c2cccc(C(=O)OCC(=O)Nc3cc(C)ccc3OC)c2)cc1
  BRCA1 expr act: -2%
SMILES: CC(NS(=O)(=O)c1cccc(Cl)c1F)[C@H](O)c1ccccc1 (some centres undefined)
  BRCA1 expr act: 4%

Next part:
Structure,BRCA1 expr act
CCNC(=O)C1(C)CCN(C(=O)c2cccs2)C1 (centres undefined),2%
COc1ccc(-c2csc(C(C)(O)c3cccc(F)c3)n2)cc1OC (centres undefined),-11%
CCNC(=O)C1(C)CCN(C(=O)C(c2ccccc2)c2ccccc2)C1 (centres undefined),4%
COc1ccc(CN2C(=O)C(CC(=O)NCCN3CCOCC3)CC(C(=O)N(C)C)=C2C)cc1 (centres undefined),-10%
O=C(Cc1ccc(F)cc1)NO,0%
CN1C=CC(C(C(N)=O)c2ccccc2)c2ccccc21 (centres undefined),11%
CC(C)N(c1ccccc1)c1ccc(NC(=O)[C@@H]2O[C@H](CO)[C@H](O)[C@H](O)[C@H]2O)cc1,0%
O=C(Nc1ccc2c(c1)OCCO2)C(CCc1ccccc1)N1CCC(Cc2ccccc2)CC1 (centres undefined),15%
O=C(O)CCc1c2ccc(=O)c(O)c-2oc2c(O)c(O)ccc12,12%
CCCCn1nnnc1C(c1ccccc1)N1CCN(c2cc(C)ccc2C)CC1 (centres undefined),-10%
CC(C)(C)c1ccc(NC(=O)c2cc(C3CCCN(S(=O)(=O)c4cccc5cccnc45)C3)on2)cc1 (centres undefined),0%
CN(C)/[N+]([O-])=N/Oc1ccc([N+](=O)[O-])cc1C(F)(F)F,20%
Nc1[nH]c(C(=O)c2ccccc2)c(-c2cccnc2)c1C(=O)NC1CCCCC1,16%
COc1cccc(-c2cnc3c(NC(C)=O)cc(-c4cccc(C(=O)N(C)C)c4)cn23)c1,-18%
COc1ccc(C)cc1NC(=O)ON=C1CCCCC1,20%
COc1ccc([C@H]2N[C@]3(CCCN(Cc4ccc(F)cc4)C3=O)[C@H]3C(=O)N(C)C(=O)[C@@H]23)cc1,8%
C[C@@H]1CN([C@@H](C)CO)C(=O)CCCn2nncc2CO[C@H]1CN(C)C(=O)Nc1ccc(N2CCCCC2)cc1,7%
C[C@H](CO)N1C[C@H](C)[C@@H](CN(C)CC2CCOCC2)Oc2ncc(Br)cc2C1=O,-16%
O=Cc1cccc(OCc2cn(CC(=O)c3ccc(O)cc3)nn2)c1,5%
O=C1C2C3CC4C5C3C1C5C1(SCCS1)C42 (centres undefined),8%
COC(=O)[C@]12CCCCC=C1N(Cc1ccco1)C(=O)[C@H](CC(=O)NCc1cccc3ccccc13)C2,-16%
CCCc1nc2c3ccccc3ccn2c1Cc1ccccc1C(F)(F)F,-50%
COC(=O)C1=CCCCC(O)=C1C(=O)OC,4%
O=C1C(=Cc2ccc(Cl)cc2)Cc2ccccc21,7%
CSc1ncnc2c1ncn2CCCNCc1ccccc1,2%
Cc1ccc2nc(-c3ccc(F)cc3)c(CC3CCCCC3)n2c1,29%
CNc1cncc(-c2ccc(F)c(F)c2)n1,17%
COc1ccc(CC(N)c2csc(Nc3nncc4ccccc34)n2)cc1 (centres undefined),-70%
COc1ccc(Cc2c(-c3cccc(Cl)c3)nc3ccc(Br)cn23)c(C)c1,96%
Cc1cccc(C)c1-n1nnnc1C1(C)CCC(=O)N1Cc1cccnc1 (centres undefined),17%
CC(C)(C)n1nnnc1C(c1ccccc1)N1CCN(C(=O)c2ccco2)CC1 (centres undefined),-6%
Cc1ccc(C(=O)Nc2nc(C(N)C(C)C)cs2)cc1 (centres undefined),5%
C[C@@H]1CN([C@@H](C)CO)C(=O)CCCn2cc(nn2)CO[C@H]1CN(C)C(=O)CCCN(C)C,20%
CCc1nc2ccc(C(=O)Nc3ccc(NC(C)=O)cc3)cn2c1N(CCC(C)C)CCN(C)C,-17%
COc1ccc(C2CC=C(C(C)=O)CN2S(=O)(=O)c2ccc(C)cc2)cc1 (centres undefined),1%
CC(=O)N1CCN(C(=O)OC2CC3CC2[C@H]2CCCCN2C3=O)CC1 (some centres undefined),12%
CCSC(=O)N1CCN(/[N+]([O-])=N/Oc2ccc([N+](=O)[O-])cc2[N+](=O)[O-])CC1,-23%
CC1NC(=O)c2cccnc2-n2c1nc1ccccc1c2=O (centres undefined),30%
Cc1cc(C)nc(Nc2nc(C(N)Cc3ccc(Cl)cc3)cs2)n1 (centres undefined),-62%
CCN(C)c1ccc(/C=C/c2ccnc3ccccc23)cc1,67%
CC1(C(=O)NS(=O)(=O)c2ccc(C#N)cc2)CCN1C(=O)c1ccc(C2CCCCC2)cc1 (centres undefined),6%
O=c1[nH]c(=O)n2c(c1-c1ccccc1)OC(CBr)C2 (centres undefined),0%
CC(C)C[C@H]1CN([C@@H](Cc2ccccc2)CN2CCC[C@H]2CN2C(=O)C(=O)NC[C@@H]2Cc2ccccc2)C(=O)C(=O)N1CCc1ccccc1,-10%
COC(=O)N1CCCCC1c1cc(C(=O)NCc2ccccc2)no1 (centres undefined),0%
COc1ccc(NC(=O)c2cc(C3CCCCN3C(=O)c3cccs3)on2)c(C)c1 (centres undefined),-1%
CC(=O)Nc1cc(-c2ccc(S(C)(=O)=O)cc2)cn2c(-c3ccc(F)cc3)cnc12,0%
CC1(C)CC(=O)C=C(c2ccc(COC(=O)C(c3ccccc3)c3ccccc3)cc2)C1=O,-57%

Nothing new here: entries from further up.
Structure,BRCA1 expr act
CC(=O)Nc1cc(-c2ccc(S(C)(=O)=O)cc2)cn2c(-c3ccc(F)cc3)cnc12,0%
CC1(C)CC(=O)C=C(c2ccc(COC(=O)C(c3ccccc3)c3ccccc3)cc2)C1=O,-57%
